# NPY2 pot ag: human NPY-Y2 potentiation or agonism, primary screen; P49146; hit rate 0.45% among 220,000; AID 1359; cells expressing NPY-Y2, potentiator/agonist read-out; activation, % at 3.6 µM; in the data active = activation above about 27%;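 also: cells stimulated with NPY near EC25 plus isoproterenol at EC100; 0% = vehicle plus submaximal agonist and 100% = vehicle plus saturating agonist; some results beyond the cut were filed as inactive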
# Target sequence (P49146 whole entry, looked up): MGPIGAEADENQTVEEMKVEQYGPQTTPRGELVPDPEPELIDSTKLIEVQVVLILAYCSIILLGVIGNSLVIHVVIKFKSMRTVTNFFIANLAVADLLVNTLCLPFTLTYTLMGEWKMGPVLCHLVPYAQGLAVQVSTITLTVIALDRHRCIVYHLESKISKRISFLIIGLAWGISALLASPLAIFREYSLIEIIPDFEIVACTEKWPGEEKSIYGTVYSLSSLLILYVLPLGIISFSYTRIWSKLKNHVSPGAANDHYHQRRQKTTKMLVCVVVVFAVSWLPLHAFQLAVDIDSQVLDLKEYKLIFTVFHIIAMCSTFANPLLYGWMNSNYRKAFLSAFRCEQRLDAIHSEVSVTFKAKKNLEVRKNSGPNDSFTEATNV
# S1P4 ag: human S1P4 receptor agonism; hit rate 0.35% among 220,000; activation, % at 4.98 µM; S1P4-expressing cell line, agonist reporter assay; O95977; AID 1509; in the data active = activation above about 11%;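 also: 0% = DMSO vehicle and 100% = reference agonist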
# PERK inhibitor: inhibitors of human PERK kinase. Q9NZJ5. CHO PERK-DD fusion, SEAP luminescence translation reporter. inhibition, % at 5.6 µM. hit rate 0.17% among 220,000. AID 1416;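 active = inhibition above the mean inhibition of all tested compounds plus 3 SD, set separately per screening campaign, cut at about 2.9% in these data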;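 also: PERK kinase domain activated by AP20187 dimerizer at 100 nM; 0% = DMSO with dimerizer and 100% = rapamycin at 8.4 µM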
# Ba/F3 V617F tox: loss of viability in JAK2V617F-driven Ba/F3 cells; Ba/F3 EpoR-JAK2V617F viability, ATP luminescence; inhibition, % at 5.6 µM; hit rate 1.1% among 220,000; AID 1446;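 active = inhibition above the campaign mean plus 3 SD over all tested compounds, cut at about 24% in these data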;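 also: cytokine-independent growth of Ba/F3 cells driven by EpoR plus mutant JAK2; 0% = DMSO-treated cells and 100% = JAK inhibitor I control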
# Mdm2 ligase inh: Mdm2 E3 ligase (human) inhibition. cell-based MDM2 ubiquitination luciferase reporter, 2 h; 0 = plate control, 100 = twice control, blank-subtracted. signal enhancement, % at 5 µM. Q00987. hit rate 0.11% among 210,000. AID 1230;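 active = signal enhancement of 30% or more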;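 also: luminescence tracks abundance of the self-degrading MDM2-luciferase fusion protein; higher signal means inhibition of MDM2 E3 ligase activity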
# Target sequence (Q00987 whole entry, looked up, the tested form may be a part): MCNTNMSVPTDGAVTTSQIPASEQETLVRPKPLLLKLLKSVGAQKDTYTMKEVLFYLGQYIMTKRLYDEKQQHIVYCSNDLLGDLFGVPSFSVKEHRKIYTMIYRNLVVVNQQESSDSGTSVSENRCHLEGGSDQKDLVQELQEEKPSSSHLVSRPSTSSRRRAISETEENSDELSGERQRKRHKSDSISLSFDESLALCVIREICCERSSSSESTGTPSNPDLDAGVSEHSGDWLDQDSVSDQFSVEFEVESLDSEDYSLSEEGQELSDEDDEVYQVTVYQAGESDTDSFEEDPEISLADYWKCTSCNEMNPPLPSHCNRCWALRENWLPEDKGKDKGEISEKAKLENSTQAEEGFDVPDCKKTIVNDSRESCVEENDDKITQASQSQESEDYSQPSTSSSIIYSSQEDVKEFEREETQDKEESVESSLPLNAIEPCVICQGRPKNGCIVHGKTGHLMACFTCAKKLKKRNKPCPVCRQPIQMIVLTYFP
#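 System: stable MDM2–luciferase fusion reporter cells / Input: 2000 cells seeded into each well / Schedule: 4 h settle plus 2 h compound, 37 °C / Compound: single-point 5 µM / Buffer or medium: cells held in DMEM / Benchmarks: control and blank well means / Evaluation: percent signal gain over controls, blank-subtracted / Measured by: luciferase luminescence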
# BaF3 tox: reduces parental Ba/F3 cell viability, JAK2V617F counter-screen; inhibition, % at 5.6 µM; CellTiter-Glo ATP luminescence; hit rate 1.1% among 220,000;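 active = inhibition above a per-campaign cutoff, the mean inhibition of all tested compounds plus 3 SD, cut at about 27% in these data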;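 also: 0% = DMSO wells and 100% = JAK Inhibitor I control wells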
# Wee1 degr inh: human Wee1 degradation inhibition, primary screen. P30291. HeLa Luc-Wee1K328M stability, luciferase luminescence; 100% = proteasome inhibitor MG132 effect. reporter increase, % at 5 µM. hit rate 1.2% among 220,000;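 active = activation above the mean of all tested compounds plus 3 SD, set per screening run, cut at about 8.8% in these data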;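 also: cells exposed to compound for 20 h before luminescence read; 0% = DMSO alone and 100% = MG132 at 30 µM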
# S1P4 antag: blocks the human S1P4 receptor; S1P4-expressing cells, antagonist mode, reporter read-out; hit rate 0.26% among 220,000; inhibition, % at 4.98 µM; in the data active = inhibition above about 29%;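 also: 0% = wells stimulated with agonist and 100% = vehicle wells without agonist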
# eIF4E 4G PPI: inhibitors of eIF4E and eIF4G interaction in translation initiation | inhibition, % at 21.7 µM | hit rate 0.37% among 220,000 | TR-FRET eIF4E-eIF4GI(517-606) binding, 2 h;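 active = inhibition above about 30%, limit read from the data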;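 also: 0% = full FRET control wells and 100% = background wells lacking eIF4GI fragment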
# * marks the source's active call; other numbers are inactive results; · = no result given; [ ] = remark or other dose. Hits appear at their usual frequency; 4.1% or so of the library scored in one or more.
SMILES,NPY2 pot ag,S1P4 ag,PERK inhibitor,Ba/F3 V617F tox,Mdm2 ligase inh,BaF3 tox,Wee1 degr inh,S1P4 antag,eIF4E 4G PPI
COc1ccc(CCCc2nnc(SCC(=O)NN)o2)cc1,4,-0.1,1.4,2,-4,3,-2,-1,0
CCn1c2ccccc2c2cc(NC(=O)CSc3nnc(-c4ccc(OC)cc4)n3N)ccc21,10,-0.4,-0.4,-1,-7,-1,2,10,5
O=C(Nc1ccccc1)N1C2CCC1CC(O)(c1cccnc1)C2 (centres undefined),11,1.5,1.2,-1,5,4,2,-3,-10
COc1ccc(C2=C(C#N)C(=O)OC2)cc1,9,-1.5,0.3,1,-1,5,1,-26,-1
Cc1ccccc1C(=O)NC(=S)NCCN1CCOCC1,-3,-2.6,1.2,-3,-4,0,6,-15,-4
COc1ccccc1NC(=O)N1CCc2c([nH]c3ccccc23)C1C(F)(F)F (centres undefined),-14,-1.9,-0.4,-2,-11,2,-1,21,5
O=c1c2ccccc2nc2n1C(CSc1ccc(Br)cc1)CN2 (centres undefined),-4,0.8,1.3,1,-23,2,-1,-9,5
O=[N+]([O-])c1ccc2nc(-c3ccccc3)cc(-c3ccccc3)c2c1,16,1.9,1.9,-1,-1,2,-2,3,17
COc1ccccc1OC(=O)c1ccc2nsnc2c1,-10,0.6,0.8,-1,-14,-2,-1,-21,1
Cc1ccc(NC(=O)CC2=NC(=O)C(CC(=O)Nc3ccccc3C)S2)cc1 (centres undefined),13,1.1,1.0,2,-10,0,0,-3,4
Cc1ccc(-c2nnc(Cc3ccc([N+](=O)[O-])cc3)o2)cc1,-12,1.2,1.2,-1,-36,3,2,-5,-1
CCC(=O)N1CCc2cc(S(=O)(=O)CCC(=O)NCc3cccs3)ccc21,7,1.8,0.3,1,-12,3,1,-18,5
CCOc1ccccc1CNS(=O)(=O)c1ccc2c(c1)oc(=O)n2C,-21,-0.2,0.5,3,7,7,-1,-2,4
Cc1ccc(C(=O)c2sc3c(c2N)c(=O)[nH]c(=O)n3CCc2ccccc2)cc1,-13,0.2,0.9,-1,-14,9,2,-6,2
CC(OC(=O)C1COc2ccccc2O1)C(=O)N(C)c1ccccc1 (centres undefined),6,-0.3,0.3,0,-18,4,-1,-2,3
O=C(CCC(=O)N/N=C/c1cc(Cl)cc(Cl)c1O)NCc1ccccc1,9,0.8,1.1,-5,3,-1,-2,2,-1
O=C1CC(C(=O)Nc2ccc(F)c(Cl)c2)N=C(N2CCCCC2)N1 (centres undefined),-11,-1.7,0.3,-3,-14,-1,4,-9,-9[fluorescence artefact?]
CCOC(=O)C1CCN(Cc2cnc(Oc3ccc(C(C)(C)C)cc3)s2)CC1,-1,1.8,1.1,0,-6,4,5,-17,5
COc1cc(/C=N/Nc2nc3ccccc3o2)cc(OC)c1O,21,-1.1,0.7,0,-9,9,2,19,-1
COc1cccc(CNC(=O)CCC2CCCN(Cc3ccc(OC(F)F)cc3)C2)c1 (centres undefined),2,-0.5,0.7,2,-1,11,2,-12,-3
Cc1ccc(N2C(=O)CC(Cn3nc(C)cc3C)C2=O)cc1 (centres undefined),9,0.0,-0.2,-1,-4,2,0,-21,·
COc1ccc(C(=O)NN(C)c2nc(-c3ccccc3)nnc2C(F)(F)F)cc1,-1,-2.1,0.0,4,3,12,-1,-5,-12
CCOc1ccc(NC(=O)C(Cc2ccccc2)NC(=O)C2CCCCC2)cc1 (centres undefined),-2,1.0,0.5,-3,9,0,-1,-12,5
Cc1occc1-c1nnc(SCC(=O)N2CCN(c3ccccc3)CC2)n1C,8,-1.0,-0.7,-3,14,2,3,11,3
Cc1ccc(O)c(N=Nc2ccc(S(=O)(=O)N3CCCC3)cc2)c1,35,-0.8,-0.8,-1,-15,2,4,8,2
# (further entries)
SMILES,NPY2 pot ag,S1P4 ag,PERK inhibitor,Ba/F3 V617F tox,Mdm2 ligase inh,BaF3 tox,Wee1 degr inh,S1P4 antag,eIF4E 4G PPI
CCc1nnc(NC(=O)c2ccc(S(=O)(=O)NCC(C)C)cc2)s1,12,0.3,1.0,-3,·,4,1,-8,-1
Cc1nc2cc(CO)ccc2n1C,-1,2.9,-0.2,0,-3,3,-1,6,-1[fluorescence artefact?]
CC(O)CNCCOc1cccc(Oc2ccccc2)c1 (centres undefined),-23,0.6,0.5,-2,1,1,0,10,-2
C/C(=N\NC(=O)CSc1nc2ccccc2s1)c1ccco1,2,1.1,0.5,0,3,5,3,-19,5
O=C(c1cnsn1)N1CCC(CO)(Cc2cccc(F)c2)CC1,6,1.6,1.2,0,5,1,0,-20,2
CCOC(=O)N1CCN(C(=O)c2cnn3ccccc23)CC1,-10,-0.2,0.9,-1,-30,3,0,2,3
CCNC(=O)C1Cc2ccccc2CN1S(=O)(=O)c1ccc(F)cc1 (centres undefined),-17,-1.1,-1.5,3,-5,-1,3,-2,-3
COc1cccc(-c2nc(CS(=O)(=O)CC(=O)N3CCc4ccccc43)c(C)o2)c1,-3,2.5,0.9,-4,-12,5,0,-22,-2
COC(=O)c1cc(NCc2cccs2)ccc1N1CCOCC1,3,-1.2,1.3,-2,-9,-2,1,-7,6
O=C(/C=C/c1cccc([N+](=O)[O-])c1)NCCSCc1ccco1,18,1.2,-0.2,0,-13,5,4,-15,5
COc1ccc(N2CCN(c3cc(C)c4ccc(C)cc4n3)CC2)cc1,3,-2.6,0.0,2,-7,8,-1,-1,4
CC(C)N1CC=C2C(C#N)=C(N)C(C#N)(C#N)C(c3ccccc3)C2C1 (centres undefined),1,1.2,0.6,2,6,9,-3,-14,2
CCOC(=O)CSC1=NC(=O)/C(=C\c2ccc(OC(C)=O)cc2)S1,9,-2.3,-0.3,0,-5,-4,1,2,5
COc1ccc([N+](=O)[O-])cc1NC(=S)NC(=O)C(C)(C)C,11,2.9,-0.8,-3,6,4,0,-4,-2
Cc1nc2ccccc2c(=O)n1NS(C)(=O)=O,2,1.5,0.5,-3,-11,-4,-2,-22,6[fluorescence artefact?]
CCOC(=O)C1C(=O)CC(C)(O)C(C(=O)OCC)C1c1ccco1 (centres undefined),-2,-0.1,1.5,-2,-3,-3,2,-11,-11
O=C(O)CC(NC(=O)C(F)(F)F)c1ccc2c(c1)OCO2 (centres undefined),-20,-0.1,-0.5,1,-31,6,1,0,3
O=S(=O)(c1cccc(-c2n[nH]c(=S)n2Cc2ccccc2)c1)N1CCOCC1,10,0.7,-0.3,2,-3,-1,-3,-8,1
Cc1ccc(C)c(N2CC(=O)N(c3cc(C)ccc3C)CC2=O)c1,-1,-0.5,0.8,-3,19,1,1,2,1
Cc1cc(C)c(S(C)(=O)=O)c(Oc2ccc(F)cc2)n1,0,-0.6,1.2,1,-13,4,2,3,4
COc1cccc(N/N=C/c2cccc(Br)c2O)c1,14,0.5,0.0,-5,0,0,1,1,-6
c1ccc(OCc2noc(CN3CC[C@@H]4CCCC[C@H]4C3)n2)cc1,7,1.2,0.8,-2,0,6,3,-17,-3
COc1ccc(NC(=O)c2ccc(C(=O)c3ccccc3)o2)cc1,1,-1.3,0.9,-1,-1,3,-3,2,-13
Cc1nc(N2CCCC2C(=O)O)c2oc3ccccc3c2n1 (centres undefined),-8,1.0,0.8,-2,-7,0,-2,-15,0
COc1ccc(-c2nc(C(N)=O)c3[nH]c(=O)n(-c4cccc(C)c4)c3n2)c(OC)c1,-2,-0.3,-0.6,0,-1,5,-3,-18,0

# A draw from above in order of formula weight, high to low.
SMILES,NPY2 pot ag,S1P4 ag,PERK inhibitor,Ba/F3 V617F tox,Mdm2 ligase inh,BaF3 tox,Wee1 degr inh,S1P4 antag,eIF4E 4G PPI
COc1cccc(-c2nc(CS(=O)(=O)CC(=O)N3CCc4ccccc43)c(C)o2)c1,-3,2.5,0.9,-4,-12,5,0,-22,-2
O=S(=O)(c1cccc(-c2n[nH]c(=S)n2Cc2ccccc2)c1)N1CCOCC1,10,0.7,-0.3,2,-3,-1,-3,-8,1
COc1cccc(N/N=C/c2cccc(Br)c2O)c1,14,0.5,0.0,-5,0,0,1,1,-6

# Carrying on:
SMILES,NPY2 pot ag,S1P4 ag,PERK inhibitor,Ba/F3 V617F tox,Mdm2 ligase inh,BaF3 tox,Wee1 degr inh,S1P4 antag,eIF4E 4G PPI
CCOc1ncccc1C(=O)Nc1ccc(S(=O)(=O)NC2=NCCCCC2)cc1,17,3.2,1.0,2,6,8,2,-8,0
Cc1cc(=O)oc2cc(OC(C)C(=O)Nc3ccc(N4CCOCC4)cc3)ccc12 (centres undefined),13,-1.1,-0.5,-4,3,-1,-4,-24,0
Cc1noc(C)c1C(=O)OCC(=O)Nc1c(F)cccc1F,-2,0.9,-0.4,0,3,4,2,-5,-4
Cn1c(SCC(=O)c2c(N)n(C)c(=O)n(C)c2=O)nnc1-c1ccccc1F,-2,0.2,1.6,-1,-28,7,2,-3,0
Cc1ccc(-c2cc(C(F)(F)F)nc(SCC(=O)c3cccc([N+](=O)[O-])c3)n2)cc1,-20,-1.4,0.8,-5,-3,0,0,-12,3
CC1(C)Cc2nc(Cl)c(C(N)=O)cc2CO1,10,1.7,0.3,1,-9,-1,-2,-14,0

# Of the compounds above, these have fluorine:
SMILES,NPY2 pot ag,S1P4 ag,PERK inhibitor,Ba/F3 V617F tox,Mdm2 ligase inh,BaF3 tox,Wee1 degr inh,S1P4 antag,eIF4E 4G PPI
COc1ccccc1NC(=O)N1CCc2c([nH]c3ccccc23)C1C(F)(F)F (centres undefined),-14,-1.9,-0.4,-2,-11,2,-1,21,5
O=C1CC(C(=O)Nc2ccc(F)c(Cl)c2)N=C(N2CCCCC2)N1 (centres undefined),-11,-1.7,0.3,-3,-14,-1,4,-9,-9[fluorescence artefact?]
COc1cccc(CNC(=O)CCC2CCCN(Cc3ccc(OC(F)F)cc3)C2)c1 (centres undefined),2,-0.5,0.7,2,-1,11,2,-12,-3
COc1ccc(C(=O)NN(C)c2nc(-c3ccccc3)nnc2C(F)(F)F)cc1,-1,-2.1,0.0,4,3,12,-1,-5,-12
O=C(c1cnsn1)N1CCC(CO)(Cc2cccc(F)c2)CC1,6,1.6,1.2,0,5,1,0,-20,2
CCNC(=O)C1Cc2ccccc2CN1S(=O)(=O)c1ccc(F)cc1 (centres undefined),-17,-1.1,-1.5,3,-5,-1,3,-2,-3
O=C(O)CC(NC(=O)C(F)(F)F)c1ccc2c(c1)OCO2 (centres undefined),-20,-0.1,-0.5,1,-31,6,1,0,3
Cc1cc(C)c(S(C)(=O)=O)c(Oc2ccc(F)cc2)n1,0,-0.6,1.2,1,-13,4,2,3,4
Cc1noc(C)c1C(=O)OCC(=O)Nc1c(F)cccc1F,-2,0.9,-0.4,0,3,4,2,-5,-4
Cn1c(SCC(=O)c2c(N)n(C)c(=O)n(C)c2=O)nnc1-c1ccccc1F,-2,0.2,1.6,-1,-28,7,2,-3,0
Cc1ccc(-c2cc(C(F)(F)F)nc(SCC(=O)c3cccc([N+](=O)[O-])c3)n2)cc1,-20,-1.4,0.8,-5,-3,0,0,-12,3

# High-throughput results: PubChem, several laboratories
